# PLK1 PBD inh: PLK1 (human) polo-box domain binding inhibition; Potency, µM, for the others: max response, negative = inhibition, usual class: inhibitors; P53350; 360,000 tested, 2.8% active; Plk1 PBD binding of FITC phosphopeptide, fluorescence polarization; further: potency means the concentration at half of the fitted maximal effect; series mostly up to about 57 µM; on the % scale 0 is the no-effect control and ±100 the full control effect; nearly all actives have a fitted effect of over 65% in size
# D3 antag: blocks the human D3 dopamine receptor; max response, negative = inhibition, %; D3R cells, DiscoveRx beta-arrestin luminescence, antagonist mode; active compounds read low; 360,000 tested, 2.5% active; in the data active means max response below about -50%; inconclusive means no clear call, values can overlap the other calls; further: on the % scale 0 is the no-effect control and ±100 the full control effect; mostly tested at two doses, the higher about 12 µM
# Target sequence (P35462 whole entry, looked up): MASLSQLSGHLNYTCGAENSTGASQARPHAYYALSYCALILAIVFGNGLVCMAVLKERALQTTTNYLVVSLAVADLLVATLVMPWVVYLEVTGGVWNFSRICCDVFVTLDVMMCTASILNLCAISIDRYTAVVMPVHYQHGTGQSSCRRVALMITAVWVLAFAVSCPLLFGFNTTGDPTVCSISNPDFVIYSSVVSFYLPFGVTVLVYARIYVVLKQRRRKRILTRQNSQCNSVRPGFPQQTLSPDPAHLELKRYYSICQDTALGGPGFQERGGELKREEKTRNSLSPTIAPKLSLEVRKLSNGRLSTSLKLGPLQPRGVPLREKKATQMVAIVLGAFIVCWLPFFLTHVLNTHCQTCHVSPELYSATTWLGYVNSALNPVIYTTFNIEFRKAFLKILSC
#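 Cells expressing the human receptor were seeded at 1500 cells/well, incubated overnight at 37 degrees C in 5% CO2, then exposed to library compounds with dopamine controls for 90 minutes at 37 degrees C before luminescent detection.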
# HEK293 tox: cytotoxic in the GLP-1 receptor inverse agonist counter-screen; HEK293 cAMP-luciferase reporter cells, luminescence, 24 h; Potency, µM (highest dose often 38.3 µM), for the others: at the top dose activity change, negative = inhibition, hits mostly inhibitors; 410,000 tested, 0.13% active;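 further: loss of luciferase light is scored as toxicity; potency means the concentration at half of the fitted maximal effect; on the % scale 0 is the no-effect control and ±100 the full control effect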
#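 A 23 nL compound transfer followed 12 hours of cell culture at 37 deg C; exposure then lasted 24 hr. Luciferase assay detection reagent was dispensed and plates read for luminescence after a 12 min room-temperature wait.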
# D3 ag: activates the human D3 dopamine receptor. P35462. 410,000 tested, 0.58% active. AID 652048. D3R DiscoveRx beta-arrestin cells, luminescence, 90 min. max activation, %; in the data active means max activation above about 30%; further: 0% is about no effect; mostly tested at two doses, the higher about 12 µM
#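 Agonist mode: compounds and dopamine controls were applied to plated cells for 90 min at 37 degrees C after an overnight attachment at 1500 cells/well. Luminescent read-out followed 30 - 60 minutes at room temperature with DiscoveRx detection reagent.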
# PI5P4Ka inh: PI5P4K alpha (human) kinase inhibition; 330,000 tested, 1.2% active; AID 652105; PI5P4Kalpha enzyme, ADP-Glo luminescence, 60 min; active compounds read low; max response, %; P48426; active means max response of -50% or lower; inconclusive means between -30% and -50%; inactive means -30% or higher; further: value at the top dose of about 77 µM; on the % scale 0 is the no-effect control and ±100 the full control effect
# Target sequence (P48426 whole entry, looked up): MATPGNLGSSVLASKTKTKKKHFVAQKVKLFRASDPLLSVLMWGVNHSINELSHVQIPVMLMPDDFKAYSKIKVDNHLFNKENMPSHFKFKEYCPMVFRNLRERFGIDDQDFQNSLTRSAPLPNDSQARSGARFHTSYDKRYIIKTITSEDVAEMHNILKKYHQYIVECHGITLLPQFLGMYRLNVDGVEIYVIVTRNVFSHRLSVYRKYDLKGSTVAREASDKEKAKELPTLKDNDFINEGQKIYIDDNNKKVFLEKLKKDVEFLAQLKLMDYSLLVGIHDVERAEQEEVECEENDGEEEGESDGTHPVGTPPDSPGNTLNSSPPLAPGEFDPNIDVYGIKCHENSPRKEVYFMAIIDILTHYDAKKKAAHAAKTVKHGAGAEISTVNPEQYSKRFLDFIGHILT
#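 ADP-Glo luminescence end-point after a 60 min room-temperature kinase reaction. PI5P4Kalpha and substrate in HEPES pH 7.4 buffer with EGTA, 0.1% CHAPS and 5% DMSO; ATP at 5 microM final.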
# IL-2 act: IL-2 activation; IL-2 activation reporter assay, cell-based qHTS; stimulated with anti-CD3/CD4/CD28 beads; in transgenic mouse T cells; 360,000 tested, 0.065% active; AID 652025; activation, % (series mostly up to about 46 µM); in the data active means activation above about 50%; inconclusive means mostly about 30% to 49%; further: 0% is about no effect
#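 Screening format: compound pinned onto unstimulated transgenic mouse T cells, 60 min incubation, then anti-CD3/anti-CD4/anti-CD28 bead stimulation for 18 hours at 37 degrees C, followed by EGFP and DsRed detection.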
# WRN inhibitor: WRN helicase (human) inhibition. 360,000 tested, 0.46% active. WRN helicase unwinding, fluorescent forked duplex, kinetic. Potency, µM (top dose mostly 114 µM), without a hit: at the highest dose activity change, negative = inhibition, actives largely listed as inhibitors; further: potency means the concentration at half of the fitted maximal effect; on the % scale 0 is the no-effect control and ±100 the full control effect; nearly all actives have a fitted effect of over 55% in size
#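 Screening of the MLSMR collection measured strand separation of a quenched forked DNA duplex (100 nM) by 20 nM WRN with 2 mM ATP, all final. Compounds were preincubated with enzyme 15 min at room temperature.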
# GLP-1R agonist: GLP-1 receptor (human) agonism | P43220 | HEK293 GLP-1R CRE-luciferase, luminescence, 4-6 h; cells express a hypersensitive GLP-1R form | Potency, µM (top dose mostly 45.6 µM), for inactives: at the top dose activation, usual class: activators | 380,000 tested, 0.007% active | AID 624172; further: potency means the concentration at half of the fitted maximal effect; % of control where 0% means no effect
# GLP-1R inv ag: GLP-1 receptor (human) inverse agonism. HEK293 GLP-1R CRE-luciferase, luminescence, 24 h; GLP-1R form is constitutively active. Potency, µM (titrated, usually from 38.3 µM), for inactives: at the highest dose activity change, negative = inhibition, usual class: inhibitors. 410,000 tested, 1.6% active. AID 624417; further: potency means the concentration at half of the fitted maximal effect; on the % scale 0 is the no-effect control and ±100 the full control effect; nearly all actives have a fitted effect of over 55% in size
#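 Inverse agonism was detected as reduced cAMP-driven luciferase luminescence after 24 h compound treatment. The cells were HEK293 clones expressing constitutively active human GLP-1R with the reporter. Reporter-only and GPR119 cell lines served as counterscreen controls.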
# Numbers without * were called inactive; ? = inconclusive; / = not tested or not shown; & = joins results of further samples; [ ] = another dose, or the depositor's remark. Unless noted, the call rests on the fitted dose curve; in most records, active means well fitted curve in the direction sought with a large enough effect; inconclusive means small, poorly fitted or top-dose-only effect, or another doubt; inactive means no such curve, though single readings can be large; an effect the other way counts as inactive or inconclusive.
# Fields: PLK1 PBD inh	D3 antag	HEK293 tox	D3 ag	PI5P4Ka inh	IL-2 act	WRN inhibitor	GLP-1R agonist	GLP-1R inv ag
1	COc1cc2sc3ccc(-c4ccc(N(C)C)nc4)cc3c(=O)c2cc1OC
→ 3%	85	5%	27	-1	0.4	-4%	23%	34%[activator]
2	COc1ccc(CCNC(=O)Cn2nnc(-c3ccc(N(C)C)cc3)n2)cc1OC
→ -1%	16	-3%	0	-6	0.2	-11%	15%	-14%
3	CC(Cc1cccs1)NC(=S)Nc1ccc(Cl)c(Cl)c1 (centres undefined)
→ -10%	-4	?	-3	13	-3.2	-10%	18%	?
4	COCCNC(=O)C1(C)CCCN(C(=O)c2cccc(OC(F)(F)F)c2)C1 (centres undefined)
→ -1%	21	19%	3	1	0.4	0%	-4%	23%
5	CCn1c(C)cc(C=C2C(=O)c3ccccc3C2=O)c1C
→ ?	-10	-2%	-1	0	-0.4	-1%	7%	10%
6	CCOc1cc(N2CCOCC2)c(OCC)cc1NC(=O)c1cccc(S(=O)(=O)N2CC(C)OC(C)C2)c1 (centres undefined)
→ -2%	35	-3%	-8	0	-4.1	15%	-5%	10%
7	Cc1[nH]nc(N=CC2=C(O)CC(c3ccco3)CC2=O)c1-c1ccccc1 (centres undefined)
→ -12%&-5%	-13&19	-12%&9%	6&13	3	0.1&0.7	-5%&-23%	13%&-3%	-13%&6%
8	O=C(CN1CCCCCC1)N/N=C/c1cccc(Cl)c1
→ -1%	7	-5%	-5	1	0.4	2%	0%	-18%
9	CCOC(=O)N1CCN(c2c(NCCN3CCN(c4ccccc4F)CC3)c(=O)c2=O)CC1
→ 0%	9	-1%	3	-1	-2.5	-10%	0%	6%
10	C=CCc1ccccc1OCCn1ccnc1
→ -3%	-52*	-16%	6	5	-2.4	-10%	15%	-3%
11	Cc1ccccc1N(CC(=O)NCc1ccco1)C(=O)CNS(=O)(=O)c1ccc(F)cc1
→ -2%	15	-12%	3	-9	-0.3	-3%	1%	-32%
12	CC(C)N(C(=O)COC(=O)c1cccc(S(=O)(=O)N2CC3(C)CC2CC(C)(C)C3)c1)C(C)C (centres undefined)
→ -7%	-23	-11%	-20	1	-7.3	-5%	-2%	?
13	Cc1cccc(N2CCN(C(=O)c3ccc4c(c3)OCCO4)CC2)c1C
→ 1%	-15	14%[7.66 µM]	-9	9	-0.9	-7%	0%	-29%[7.66 µM]
14	Nc1cc(S(=O)(=O)N2CCCCC2)ccc1Oc1ccc(Cl)cc1
→ -8%	-2	0%	1	3	-0.5	-11%	0%	?
15	CCN(CC)C(=O)Cn1cc([N+](=O)[O-])cc1[N+](=O)[O-]
→ -4%	4	-3%	-1	1	0.5	9%	7%	10%

# In another format: entries from further up
[1] COc1cc2sc3ccc(-c4ccc(N(C)C)nc4)cc3c(=O)c2cc1OC
[2] COc1ccc(CCNC(=O)Cn2nnc(-c3ccc(N(C)C)cc3)n2)cc1OC
[3] CC(Cc1cccs1)NC(=S)Nc1ccc(Cl)c(Cl)c1 (centres undefined)
[4] COCCNC(=O)C1(C)CCCN(C(=O)c2cccc(OC(F)(F)F)c2)C1 (centres undefined)
[5] CCn1c(C)cc(C=C2C(=O)c3ccccc3C2=O)c1C
[6] CCOc1cc(N2CCOCC2)c(OCC)cc1NC(=O)c1cccc(S(=O)(=O)N2CC(C)OC(C)C2)c1 (centres undefined)
[7] Cc1[nH]nc(N=CC2=C(O)CC(c3ccco3)CC2=O)c1-c1ccccc1 (centres undefined)

Compound,1,2,3,4,5,6,7
PLK1 PBD inh,3%,-1%,-10%,-1%,?,-2%,-12%&-5%
D3 antag,85,16,-4,21,-10,35,-13&19
HEK293 tox,5%,-3%,?,19%,-2%,-3%,-12%&9%
D3 ag,27,0,-3,3,-1,-8,6&13
PI5P4Ka inh,-1,-6,13,1,0,0,3
IL-2 act,0.4,0.2,-3.2,0.4,-0.4,-4.1,0.1&0.7
WRN inhibitor,-4%,-11%,-10%,0%,-1%,15%,-5%&-23%
GLP-1R agonist,23%,15%,18%,-4%,7%,-5%,13%&-3%
GLP-1R inv ag,34%[activator],-14%,?,23%,10%,10%,-13%&6%

[8] O=C(CN1CCCCCC1)N/N=C/c1cccc(Cl)c1
[9] CCOC(=O)N1CCN(c2c(NCCN3CCN(c4ccccc4F)CC3)c(=O)c2=O)CC1
[10] C=CCc1ccccc1OCCn1ccnc1
[11] Cc1ccccc1N(CC(=O)NCc1ccco1)C(=O)CNS(=O)(=O)c1ccc(F)cc1
[12] CC(C)N(C(=O)COC(=O)c1cccc(S(=O)(=O)N2CC3(C)CC2CC(C)(C)C3)c1)C(C)C (centres undefined)

Compound,8,9,10,11,12
PLK1 PBD inh,-1%,0%,-3%,-2%,-7%
D3 antag,7,9,-52*,15,-23
HEK293 tox,-5%,-1%,-16%,-12%,-11%
D3 ag,-5,3,6,3,-20
PI5P4Ka inh,1,-1,5,-9,1
IL-2 act,0.4,-2.5,-2.4,-0.3,-7.3
WRN inhibitor,2%,-10%,-10%,-3%,-5%
GLP-1R agonist,0%,0%,15%,1%,-2%
GLP-1R inv ag,-18%,6%,-3%,-32%,?

# Next part
# Fields: PLK1 PBD inh	D3 antag	HEK293 tox	D3 ag	PI5P4Ka inh	IL-2 act	WRN inhibitor	GLP-1R agonist	GLP-1R inv ag
16	CCOc1ccc(C(=O)NCCC(=O)N2CCC3(CC2)NCCc2[nH]cnc23)cc1
→ -5%	2	4%	-4	3	-2.4	-4%	-6%	9%
17	Cc1oc(-c2ccc(Cl)cc2)nc1CN1CCCC(C(=O)NCCCN2CCOCC2)C1 (centres undefined)
→ 0%	-14	?	-7	-13	1.2	0%	-3%	?
18	CCc1nccn1S(=O)(=O)c1ccc2ccccc2c1
→ -4%	-5	3%	8	4	0.4	4%	-19%	5%
19	Cc1ccc(S(=O)(=O)N(C)CC(=O)N2CCN(Cc3ccc4c(c3)OCO4)CC2)cc1
→ -10%	-10	-10%	-22	5	-3.2	3%	6%	?
20	COc1ccc(C(=O)NC(=S)NC(C)C)cc1Br
→ 0%	10	-18%	-8	/	0.1	-9%	10%	0%
21	CCOC(=O)c1cnc2[nH]c3ccccc3n2c1=O
→ -3%	2	5%	11	-6	0.9	6%	0%	-10%
22	CCc1cc2c(=O)c(-c3nc(C)cs3)coc2cc1O
→ -3%	12	15%	-2	-15	7.9	-13%	6%	7%
23	COc1cccc(N2CCN(S(=O)(=O)c3ccc4c(c3)NC(=O)C(C)C(=O)N4)CC2)c1 (centres undefined)
→ -9%	1	-13%	23	-2	1.7	2%[57.1 µM]	2%	-10%
24	O=C(NCc1ccccc1)c1ccc(-c2ccc(F)c(F)c2)c2ccoc12
→ -5%	0	5%	-8	5	-0.2	-6%	-6%	4%
25	Fc1cccc(CSc2nnc3c(n2)[nH]c2ccccc23)c1
→ -7%	-17	4%	-6	-10	3.2	0%	-5%	9%
26	COc1ccc2c(N)c(C(=O)NN)[nH]c2c1
→ -4%	-13	17%	-4	?	0.8	?	1%	7%
27	COC(=O)c1ccccc1NC(=O)COC(=O)c1ccccc1N=Nc1ccc(N(C)C)cc1
→ -9%	0	5%	-5	-3	-1.6	-16%	1%	2%
28	N#Cc1c(-c2ccccc2Cl)noc1/C=C/Nc1ccc(C(=O)O)cc1
→ ?	-5	2%	2	?	-1.4	-11%	-2%	-17%
29	CC(C)N(Cc1ccccc1)C(=O)CN1C(=O)NC2(CCOc3ccccc32)C1=O (centres undefined)
→ -13%	-30	3%	-6	-2	0.1	-1%	-8%	?
30	COc1cccc(/C=C/C(=O)OCC(=O)Nc2nnc(-c3ccccc3)o2)c1
→ -8%	13	-9%	7	8	-1.0	-12%	-2%	15%
31	COc1ccc(S(=O)(=O)Nc2ccc(C)cn2)cc1
→ -9%	-2	-3%	9	2	0.4	-1%	19%	17%
32	CCC(=O)N1CCN(c2ccccc2NC(=O)COc2ccccc2Cl)CC1
→ -15%	-28	-5%	-22	/	-3.2	-7%	9%	13%
33	CN(CC(=O)Nc1ccc(F)cc1)C(=O)COC(=O)/C=C/c1ccccc1[N+](=O)[O-]
→ -15%	-29	18%	-8	0	-0.7	7%	-4%	26%
34	CCOc1ccc(NC(=O)CNC(=O)c2ccc([N+](=O)[O-])cc2)cc1
→ 5%	13	-1%[7.66 µM]	0	3	0.1	-6%	0%	-25%[7.66 µM]
35	NNC(=O)c1ncoc1-c1ccc(Cl)cc1
→ -6%	0	4%	2	0	-0.9	0%	5%	12%
36	C=CCn1c(N2CCCC2)nc2c1c(=O)n(C)c(=O)n2C
→ -11%	-25	-4%	1	-5	-0.4	-28%	-2%	16%
37	CC1CCN(C(=O)Cn2nnc(-c3ccc(C(C)C)cc3)n2)CC1
→ 2%	25	4%	3	-3	1.2	6%	-1%	?
38	COC(=O)c1ccc(COc2ccccc2/C=N/O)o1
→ 0%	1	10%	-5	-8	-1.4	-3%	15%	39%[activator]
39	CCOC(=O)c1ccc(NC(=S)N(CCCN(CC)CC)Cc2ccco2)cc1
→ -6%	14	3%	-11	-2	-1.6	-9%	11%	?
40	CC1=NN(c2ccccc2)C(=O)/C1=C\c1cc(C)n(-c2ccccc2)c1C
→ 4%	-2	-28%	-2	9	0.3	0%	2%	?
41	COc1ccc(C2=NOC(C(=O)N(C)Cc3ccccc3)C2)cc1 (centres undefined)
→ -1%	13	-8%	-3	-3	0.4	0%	14%	1%
42	Cc1ccc(/C=N/NC(=O)CNC(=O)c2ccc(S(=O)(=O)N(C)C)cc2)o1
→ 1%	12	5%	3	-2	0.1	2%	-4%	9%
43	N#CC1(c2ccccc2)CCC(=NNS(=O)(=O)c2ccccc2)CC1 (centres undefined)
→ -25%	-3	4%	-5	-11	-0.1	6%	-8%	-12%
44	CC(C)CC(=O)NC(c1ccccc1)c1c(O)ccc2ccccc12 (centres undefined)
→ -5%	10	1%	7	-10	0.1	-9%	-11%	?
45	CCOc1ccc(NC(=O)CCn2c(=S)oc3ccccc32)cc1
→ 3%	23	-8%	-3	-8	-1.1	-2%	0%	6%
46	Cc1cc(C(=O)CSc2nnnn2C)c(C)n1Cc1ccco1
→ -2%	3	13%	2	-20	-3.6	-9%	0%	-10%
47	COc1cc(OC)cc(C(=O)NCCSC2CCCCC2)c1
→ 5%	4	13%	-17	2	-0.9	-2%	31%	?

# High-throughput results from PubChem BioAssay.
